Source: PubChem BioAssay
TDP1 cell noCPT = qHTS for Inhibitors of human tyrosyl-DNA phosphodiesterase 1 (TDP1): qHTS in cells in absence of CPT | 420,000 compounds, 15% hits | DT40 Tdp1-/- hTDP1 cells, no CPT, ATP luminescence, 48 h | Potency, µM (doses to about 46.2 µM), without a hit: top-dose activity change, negative = growth inhibition, usual class: inhibitors; further: nearly all actives have a fitted effect of over 55% in size
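Seeded 400 DT40-hTDP1 cells/well (vehicle DMSO, no 20 nM CPT); pinned compounds; ≥48 hr at 37 °C; CellTiter-Glo luminescence as viability measure.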
TDP1 inh = inhibitors of human tyrosyl-DNA phosphodiesterase TDP1; Q9NUW8; recombinant TDP1, AlphaScreen DNA substrate cleavage; Potency, µM (top dose mostly 130 µM), for the others: at the top dose activity change, negative = inhibition, usual class: inhibitors; 350,000 compounds, 0.28% hits; AID 485290; further: nearly all actives have a fitted effect of over 40% in size
Target sequence (Q9NUW8 whole entry, looked up): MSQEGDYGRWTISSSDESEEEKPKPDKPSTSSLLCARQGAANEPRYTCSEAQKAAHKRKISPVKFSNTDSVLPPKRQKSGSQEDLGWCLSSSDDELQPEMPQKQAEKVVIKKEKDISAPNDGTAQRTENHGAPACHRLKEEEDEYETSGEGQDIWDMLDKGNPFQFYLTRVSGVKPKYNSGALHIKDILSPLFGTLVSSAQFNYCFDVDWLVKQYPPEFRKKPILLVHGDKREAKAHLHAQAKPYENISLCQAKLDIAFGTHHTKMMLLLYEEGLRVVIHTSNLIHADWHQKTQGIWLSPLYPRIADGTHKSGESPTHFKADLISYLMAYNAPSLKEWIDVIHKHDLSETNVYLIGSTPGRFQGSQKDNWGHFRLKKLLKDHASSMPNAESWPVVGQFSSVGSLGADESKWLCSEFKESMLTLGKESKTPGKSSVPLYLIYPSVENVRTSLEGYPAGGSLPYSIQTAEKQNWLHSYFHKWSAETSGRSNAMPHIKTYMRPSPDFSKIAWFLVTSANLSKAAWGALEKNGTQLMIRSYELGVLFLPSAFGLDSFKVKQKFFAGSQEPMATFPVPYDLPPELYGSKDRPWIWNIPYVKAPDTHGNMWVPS
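Enzyme-compound mixtures sat 15 min at room temperature, followed by a 5 min reaction with 15 nM final substrate and 10 min with AlphaScreen beads. Recombinant human Tdp1 was used at 1 nM final.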
DT40 TDP1 CPT = DT40-hTDP1 cell growth loss with CPT | 420,000 compounds, 12% hits | Potency, µM (highest dose often 46.2 µM), without a hit: at the top dose activity change, negative = growth inhibition, actives largely listed as inhibitors | chicken DT40 Tdp1-/-;hTDP1 cells + 20 nM CPT, ATP luminescence, 48 h; further: nearly all actives have a fitted effect of over 55% in size
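Chicken DT40 Tdp1-/- cells complemented with human TDP1, 400 cells/well, exposed to compounds plus 20 nM camptothecin for at least 48 h at 37 C; viability read as ATP content by CellTiter-Glo luminescence.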
* = called active by the depositor; ? = inconclusive; / = not tested or not shown; & = joins results of further samples; [ ] = remark or other dose. The call rests on the fitted dose curve; in most records, active means well fitted curve in the direction sought with a large enough effect; inconclusive means small, poorly fitted or top-dose-only effect, or another doubt; inactive means no such curve, though single readings can be large; an effect the other way counts as inactive or inconclusive. On the % scale 0 is the no-effect control and ±100 the full control effect; potency means the concentration at half of the fitted maximal effect.

SMILES	TDP1 cell noCPT	TDP1 inh	DT40 TDP1 CPT
O=C(c1ccncc1)N1CCC2(CC1)CCN(c1ccccc1)CC2	?	/	-8.4%
O=C(N/N=C/c1ccc(O)cc1)c1ccc(COc2cc(Cl)ccc2Cl)o1	?	3.0%	?
CCC1CC(CSC(=N)N)OC1=O (stereo not drawn)	-22.8%	0.0%	-29.9%
CCOC(=O)Cc1csc(NC(=O)CCN2C(=O)c3cccc([N+](=O)[O-])c3C2=O)n1	-1.8%	11.6%	3.4%
O=c1[nH]c2ccc(S(=O)(=O)N3CCC(Cc4ccccc4)CC3)cc2o1	?	3.1%	?
CN(C)S(=O)(=O)c1ccc(Cl)c(NC(=O)COC(=O)/C=C/c2ccc3ccccc3n2)c1	-0.5%	0.6%	3.5%
Cc1sc2ncn(CC(=O)Nc3c(F)cccc3F)c(=O)c2c1S(=O)(=O)N1CCC(C)CC1	-21.6%	0.0%	-11.9%
CC1OC(OCC2OC(Oc3c(-c4ccc(O)c(O)c4)oc4cc(O)cc(O)c4c3=O)C(O)C(O)C2O)[C@@H](O)C(O)C1O (stereo partly drawn)	14.4%	9.9%	17.3%
Cc1cccc(-c2noc(-c3ccc(NCc4ccco4)c([N+](=O)[O-])c3)n2)c1	?	-2.9%	-25.9%
CCCc1cnc(N2CCN(C(=O)c3c(-c4ccccc4)noc3C)CC2)nc1	?	1.2%	?
COC(=O)c1ccccc1NC(=O)CSCC(=O)Nc1ccccc1OC	-21.9%	3.9%	-8.4%
CCc1ccc2oc(C(=O)Nc3nonc3C)c(C)c2c1	?	2.5%	-19.8%
COc1ccc(OCCN(C)CC(=O)Nc2c(C)cccc2C)cc1	23.1µM*	/	?
CN(C)S(=O)(=O)N1CCN(S(=O)(=O)c2ccc(F)cc2)CC1	-4.5%	1.1%	-14.4%
COc1cc(-n2c(C)nc3cc(C(=O)NCC4CCCO4)ccc32)cc(OC)c1OC (stereo not drawn)	27.2%	2.1%	3.0%
O=C(Nc1ccn(Cc2c(F)c(F)cc(F)c2F)n1)c1ccc(COc2ccccc2Cl)cc1	?	1.0%	?
c1ccc(-c2nn3c(Cn4nnc5ccccc54)nnc3s2)nc1	?	-6.6%	-15.5%
CCc1nc2scc(-c3ccc(C)cc3)c2c(=O)n1N	-18.6%	0.0%	3.7%
CC1CCCC(C)N1CCCNC(=O)CCn1c(=O)c2cccn2c2cccnc21 (stereo not drawn)	21.8%	2.2%	9.2%
COc1ccc(CCNC(=O)c2ccc3nc(N4CCCCC4)sc3c2)cc1OC	20.6µM*	/	18.4µM*

Part of the list above, showing only TDP1 inh and DT40 TDP1 CPT:
mol,TDP1 inh,DT40 TDP1 CPT
COC(=O)c1ccccc1NC(=O)CSCC(=O)Nc1ccccc1OC,3.9%,-8.4%
CCc1ccc2oc(C(=O)Nc3nonc3C)c(C)c2c1,2.5%,-19.8%
COc1ccc(OCCN(C)CC(=O)Nc2c(C)cccc2C)cc1,/,?
CN(C)S(=O)(=O)N1CCN(S(=O)(=O)c2ccc(F)cc2)CC1,1.1%,-14.4%

Filtered by structure, those above containing a halogen
SMILES	TDP1 cell noCPT	TDP1 inh	DT40 TDP1 CPT
O=C(N/N=C/c1ccc(O)cc1)c1ccc(COc2cc(Cl)ccc2Cl)o1	?	3.0%	?
CN(C)S(=O)(=O)c1ccc(Cl)c(NC(=O)COC(=O)/C=C/c2ccc3ccccc3n2)c1	-0.5%	0.6%	3.5%
Cc1sc2ncn(CC(=O)Nc3c(F)cccc3F)c(=O)c2c1S(=O)(=O)N1CCC(C)CC1	-21.6%	0.0%	-11.9%
CN(C)S(=O)(=O)N1CCN(S(=O)(=O)c2ccc(F)cc2)CC1	-4.5%	1.1%	-14.4%
O=C(Nc1ccn(Cc2c(F)c(F)cc(F)c2F)n1)c1ccc(COc2ccccc2Cl)cc1	?	1.0%	?

New compounds follow.
SMILES	TDP1 cell noCPT	TDP1 inh	DT40 TDP1 CPT
CCC(=O)N1CCc2cc(S(=O)(=O)N3CCCC3)ccc21	-11.3%	3.7%	-3.4%
CC(C)N1CN(c2ccccc2)C(=S)N(c2ccccc2)C1	23.1µM*	4.1%	?
Cc1ccc(NC(=O)CSc2nc3ccccc3nc2N2CCOCC2)cc1	16.4µM*	3.2%	?
Cc1ccc(-c2n[nH]c3c2CCC3)cc1	5.4%	4.0%	-11.2%
COc1cc(NC(=O)CN2C(=O)C(c3ccc(Cl)cc3)=NC23CCCCC3)cc(OC)c1	?	2.5%	?
CCOC(=O)C1=CN(Cc2cccc(-c3ccc(Cl)nc3)c2)S(=O)(=O)N(C)C1C (stereo not drawn)	20.6µM*	-2.1%[56.1 µM]	23.1µM*
Cc1noc(C)c1NC(=O)N(C)C[C@H]1Oc2c(NC(=O)Nc3ccc(C(F)(F)F)cc3)cccc2C(=O)N([C@H](C)CO)C[C@@H]1C	?	3.3%	-2.1%
CC(C)C[C@@H]1Cc2[nH][nH]c(=O)c2[C@H](c2ccc(Cl)cc2)O1	-25.3%	/	-26.5%
CN(C(=O)CN1CCN(c2cnn(-c3ccccc3)c(=O)c2Cl)CC1)C1CCS(=O)(=O)C1 (stereo not drawn)	3.4%	0.2%	-3.6%
COC(=O)c1ccc(NC(=O)c2c(NCc3ccc(OC)c(OC)c3)sc3c2CCCC3)cc1	5.17µM*	5.7%	2.91µM*
O=C(c1ccc(Cl)cc1)N1CCN(c2ccc([N+](=O)[O-])c(NCc3cccnc3)c2)CC1	?	/	?
Cn1c(SCc2ccc(F)cc2)nc2ccc(C(=O)NCc3ccccc3)cc21	-20.1%	4.9%	-25.7%
NC(=O)CSc1ncc(-c2ccccc2)[nH]1	0.9%	4.0%	-15.1%
CC[C@H](C)[C@@H]1OC(=O)[C@@H](C)[C@@H](CC)NC(=O)[C@H](C)N(C)C(=O)C(C)(C)C(=O)C(C)NC(=O)[C@H](Cc2ccccc2)N(C)C(=O)[C@H](C(C)C)N(C)C(=O)CNC(=O)[C@H](CC(C)C)N(C)C(=O)CNC1=O (stereo partly drawn)	0.184µM*	/	0.13µM*
CCCCN(CCCC)S(=O)(=O)c1c(C)[nH]c(=O)[nH]c1=O	1.3%	3.5%	10.9%
CC(C)NC1=C(Cl)C(=O)c2ccccc2C1=O	?	0.0%	18.4µM*
O=C1CCc2cc(S(=O)(=O)NC(C(=O)N3CCN(c4ccccn4)CC3)c3ccccc3)ccc2N1 (stereo not drawn)	-13.6%	6.1%	-10.7%
COc1ccccc1NC(=O)C(=O)c1cn(CC(=O)N2CCOCC2)c2ccccc12	20.6µM*	4.0%	?
NC(=S)N/N=C/c1ccc(/C=N/NC(N)=S)cc1	0.4%	/	?
COC(=O)CCCC(=O)OC	-6.5%	-0.1%&13.2%	-19.1%

Overlap with the part before: 6 entries; new compounds follow.
SMILES	TDP1 cell noCPT	TDP1 inh	DT40 TDP1 CPT
CCCCN(CCCC)S(=O)(=O)c1c(C)[nH]c(=O)[nH]c1=O	1.3%	3.5%	10.9%
CC(C)NC1=C(Cl)C(=O)c2ccccc2C1=O	?	0.0%	18.4µM*
O=C1CCc2cc(S(=O)(=O)NC(C(=O)N3CCN(c4ccccn4)CC3)c3ccccc3)ccc2N1 (stereo not drawn)	-13.6%	6.1%	-10.7%
COc1ccccc1NC(=O)C(=O)c1cn(CC(=O)N2CCOCC2)c2ccccc12	20.6µM*	4.0%	?
NC(=S)N/N=C/c1ccc(/C=N/NC(N)=S)cc1	0.4%	/	?
COC(=O)CCCC(=O)OC	-6.5%	-0.1%&13.2%	-19.1%
Cc1noc(C)c1NC(=O)N(C)C[C@H]1Oc2ccc(NC(=O)NC(C)C)cc2C(=O)N([C@H](C)CO)C[C@H]1C	12.0%	-3.9%	25.9%
CCCNC(=O)c1[nH]c(C)c(C(C)=O)c1C	-2.4%	4.4%	4.5%
Cc1nc(SCc2ccc(O)c([N+](=O)[O-])c2)n[nH]1	-17.0%	-2.3%	?
COc1ccccc1CNc1nc(-c2ccccc2CN(C)C)nc2ccccc12	6.51µM*	3.6%	11.6µM*
CN(C)NC(=S)Nc1ccc2nc(-c3ccccn3)c(-c3ccccn3)nc2c1	-9.2%	8.4%	18.4%
CCOC(=O)c1c(CN2CCOCC2)n(-c2ccccc2)c2cc(Br)c(O)c(CN(C)C)c12	?	-1.5%	?
O=C(Nc1cccc(S(=O)(=O)Nc2ccccc2Cl)c1)c1ccc(Cl)nc1	14.6µM*	4.3%	11.6µM*
O=c1c2ccccc2nc2n1C1(CCCCC1)Cc1ccccc1-2	16.4µM*	5.7%	16.4µM*
Nc1cc(N)nc(SCc2ccc(Cl)cc2)n1	2.6%	2.8%	7.2%
CCCC(CCC)C(=O)Nc1c[nH]c(=O)[nH]c1=O	-0.2%	-3.5%	-5.1%
O=C(O)c1ccc(Cl)c(S(=O)(=O)N(Cc2ccccc2)c2ccc(Cl)cc2)c1	-5.5%	/	-13.5%
O=C(OCC(=O)N1CCN(c2ccccc2)CC1)c1ncc(Cl)c(Cl)c1Cl	-12.2%	/	-7.7%
CC1CC(OC(=O)C(O)c2ccccc2)CC(C)(C)N1C (stereo not drawn)	26.2%	-1.2%	13.2%
CC1CCN(C(=O)COC(=O)CCC(=O)c2cccs2)CC1	-4.7%	-5.3%	-0.2%
CCOC(=O)c1ccc(N(CC(=O)NCC2CCCO2)C(=O)CCC(=O)Nc2cc(C)on2)cc1 (stereo not drawn)	12.5%	9.1%	10.7%
COc1ccc(C)c2sc(N(Cc3cccnc3)C(C)=O)nc12	-44.8%	7.8%	?
O=c1c2nncn2ccn1-c1ccc(F)c(F)c1	-4.8%	-3.6%	-20.5%
Cc1cccc(C)c1NC(=O)C(c1ccccc1)N1CCN(C/C=C/c2ccccc2)CC1 (stereo not drawn)	?	/	18.4µM*
Cn1c(=O)c2cc(S(=O)(=O)NCCC(=O)Nc3ccc(F)cc3F)ccc2n(C)c1=O	-27.1%	0.6%	-3.7%
COc1ccc(CNC(=O)c2ccc(CN3C(=O)C(C)=C(c4ccc(C)cc4)S3(=O)=O)cc2)cc1	?	4.5%	?

Whole records as entered above. Order of values: TDP1 cell noCPT	TDP1 inh	DT40 TDP1 CPT
`COc1ccc(CNC(=O)c2ccc(CN3C(=O)C(C)=C(c4ccc(C)cc4)S3(=O)=O)cc2)cc1` is listed with ?	4.5%	?
`Cc1nc(SCc2ccc(O)c([N+](=O)[O-])c2)n[nH]1` is listed with -17.0%	-2.3%	?

(further entries)
SMILES	TDP1 cell noCPT	TDP1 inh	DT40 TDP1 CPT
COc1ccc(Cc2nnc(SCC(=O)N3CCc4ccccc4C3)o2)cc1	-10.6%	4.9%	-20.3%
CN(C)S(=O)(=O)c1cccc(NC(=O)c2cc3c(cc2Cl)N2CCCCCC2=NS3(=O)=O)c1	?	2.6%	-9.2%
O=C1c2ccc([N+](=O)[O-])cc2C(=O)N1CNc1ccccn1	-21.8%	-1.2%	7.7%
CCOc1ccc(N(C)S(=O)(=O)c2cc(-c3cc(C)no3)ccc2C)cc1	?	1.8%	?
CCOC(=O)CN(C(=O)CSc1nnc(COc2ccc(OC)cc2)n1CC)c1ccccc1	?	/	-9.3%
COc1ccc(C2CCCN2C(=S)Nc2cccc(Cl)c2)cc1OC (stereo not drawn)	?	2.3%	-15.1%
O=C(Nc1ccc(NC(=O)C2CCCCC2)nc1)c1cccs1	11.6µM*	0.0%	?
N#Cc1ccccc1OCC(=O)NNC(=O)CCNC(=O)c1ccccc1	?	-0.3%	8.4%
CC(Sc1nc2ccccc2c(=O)n1CCCN1CCOCC1)C(=O)N1CCc2ccccc21 (stereo not drawn)	4.5%	/	-0.8%
c1cncc(CNCc2ccco2)c1	3.9%	/	-8.1%
COc1ccc(C(=O)N2CCC3(CCN(Cc4nccs4)CC3)CC2)cc1	-22.3%	/	-0.2%
Cc1ccc(NC(=S)Nc2ccc(F)cc2)cc1C	?	3.2%	?
CC(=O)NNc1nc(-c2ccccc2)c2cc(Br)ccc2n1	-9.8%	1.0%	-5.7%
CCOC(=O)N/N=C\c1ccc(-c2cccc(C(F)(F)F)c2)o1	?	-3.8%	-18.8%

Outcome played no part in choosing rows, and some 18% of all compounds hit somewhere here.
